GPR55 antagonists – inhibition of LPI-stimulated GPR55 beta-arrestin translocation – imaging, U2OS, beta-arrestin-GFP, LPI agonist, primary screen (AID 2013); U2OS GPR55 beta-arrestin-GFP translocation imaging, LPI antagonism; higher % means a stronger effect; inhibition, % at 10 µM, or IC50 in µM where a hit was titrated; 290,000 compounds, 0.13% hits;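 active = spots per cell inhibited over 60%, with over 100 cells counted and total cytoplasm intensity under 500,000; inconclusive = wells with under 100 cells, flagged as likely toxic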;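 also: U2OS cells stably carrying GPR55 and arrestin-GFP stimulated by 5 µM LPI near EC80; imaged beta-arrestin-GFP aggregate spots per cell after agonist stimulation; plate controls were LPI-stimulated DMSO wells for no effect and DMSO wells without LPI for full effect; some results filed as inactive read as strong as hits; confirmed hits need IC50 under 10 µM and bright autofluorescent wells are also inconclusive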
Lipid droplet – modulators of hepatic lipid droplet formation; AML12 mouse hepatocytes, oleate lipid droplets, BODIPY imaging; inhibition, % at 6.5 µM; 240,000 compounds, 0.4% hits; AID 1656;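 active = lipid droplet intensity inhibited by at least 50%, with more than 500 cells counted; inconclusive = wells with under 300 cells, treated as cytotoxic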
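Assay system: AML12 mouse liver cells | Compound: 6.5 µM single-point dosing | Schedule: Overnight exposure | Technique: Fluorescence imaging, 20x objective, two fields per well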
T cell HTS – T cell immune modulators affecting CD8 T cell-vesicle binding; AID 2052; calls only at 7 µM; 330,000 compounds, 0.068% hits; 2C CD8+ T cell-vesicle binding, flow cytometry; hits give low values;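 active = response, share of CD8 T cells binding vesicles, and their 90th percentile fluorescence all below set limits, cut at about 80% in these data, passing the limit was not always enough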
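material = purified 2C TCR transgenic mouse naive CD8+ T cells | controls = Unloaded micro-vesicles (low), QL9 vesicles with 0.7% DMSO (high) | detection = cytometric PE anti-B7-1 and Alexa647 anti-CD8 signals after 1% paraformaldehyde fixation | incubation = binding step 1.5 h, 37 °C, antibody labelling 20 min, ice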
LYP inhibition – PTPN22 lymphoid phosphatase activity blockers – biochemical, fluorescence intensity, uHTS (AID 1779); recombinant LYP phosphatase, fluorescence intensity; higher % means a stronger effect; one-dose inhibition, % at 11.5 µM; IC50 in µM for titrated hits; 290,000 compounds, 0.054% hits; in the data active = inhibition above about 50%;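 also: plate controls were vehicle with enzyme for no effect and no enzyme for full effect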
GPR35 arrestin U2OS – GPR35 antagonists blocking zaprinast-driven arrestin recruitment, primary screen, imaging, U2OS, beta-arrestin-GFP, zaprinast agonist (AID 2058); U2OS GPR35 beta-arrestin-GFP translocation imaging, zaprinast antagonism; higher % means a stronger effect; 290,000 compounds, 0.052% hits; inhibition, % at 10 µM; hits with a dose series show IC50 in µM;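 active = inhibition of at least 50% with at least 30 cells and total cytoplasm GFP at most 10,000,000; inconclusive = under 30 cells or total GFP of 10,000,000 plus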
NTR1 ag – agonists of NTR1, primary screen, imaging, U2OS cells, beta-arrestin-GFP, high content (AID 493036); P30989; NTR1-U2OS beta-arrestin-GFP spot imaging, agonist mode; activation, % at 20 µM; 330,000 compounds, 0.17% hits;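 active = activation at or above 40% of the spot to cytoplasm intensity ratio, with at least 20 cells analyzed; inconclusive = wells under 20 cells, flagged as cytotoxic or low count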;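 also: 0% = DMSO without peptide and 100% = 100 nM NTR1 peptide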
Target sequence (P30989 whole entry, looked up): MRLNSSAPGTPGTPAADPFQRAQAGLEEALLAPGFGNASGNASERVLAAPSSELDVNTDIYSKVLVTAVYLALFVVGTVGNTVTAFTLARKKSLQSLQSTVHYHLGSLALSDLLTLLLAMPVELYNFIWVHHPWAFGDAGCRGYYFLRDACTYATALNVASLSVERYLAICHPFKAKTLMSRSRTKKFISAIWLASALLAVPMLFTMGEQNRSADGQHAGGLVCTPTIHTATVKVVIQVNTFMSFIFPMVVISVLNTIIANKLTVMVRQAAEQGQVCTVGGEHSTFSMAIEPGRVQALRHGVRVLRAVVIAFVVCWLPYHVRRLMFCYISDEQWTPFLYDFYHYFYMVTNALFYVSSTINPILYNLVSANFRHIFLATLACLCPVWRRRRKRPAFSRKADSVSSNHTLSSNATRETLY
SV40 large T antigen – TAg ATPase/helicase activity blockers – biochemical (AID 1903); SV40 large T antigen ATPase/helicase inhibition assay; higher % means a stronger effect; inhibition, % at 20 µM, or IC50 in µM where a hit was titrated; 310,000 compounds, 0.39% hits; in the data active = a potency from the dose series; inconclusive = inhibition mostly from about 32% at the one dose, without a potency; inactive = the rest, 99 in 100 with inhibition below about 32%; also: strong numbers were not always called active
GPR55 beta-arrestin – GPR55 agonists via beta-arrestin recruitment, primary screen, imaging, U2OS cells, beta-arrestin-GFP redistribution (AID 1961); U2OS GPR55 beta-arrestin-GFP redistribution imaging; higher % means a stronger effect; one-dose activation, % at 10 µM; EC50 in µM for titrated hits; 290,000 compounds, 0.048% hits;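 active = activation above 40% with more than 50 cells counted in the well; inconclusive = wells holding fewer than 50 cells, flagged as toxic or sparse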;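 also: U2OS osteosarcoma cells stably expressing GPR55 and beta-arrestin-GFP; plate controls were DMSO negative control for no effect and LPI positive control for full effect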
MgcRacGAP inhibition – MgcRacGAP GTPase-activating activity inhibitors, confirmation, biochemical, ADP Hunter fluorescence | one-dose inhibition, % at 30 µM; IC50 in µM for titrated hits | MgcRacGAP-stimulated Rac1 GTP hydrolysis, ADP Hunter fluorescence; higher % means a stronger effect; GST-tagged Rac1 F28L mutant substrate | 340,000 compounds, 0.6% hits | AID 624330;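 active = first-screen hits whose inhibition reached a set limit at any dose in the follow-up dose series; inconclusive = inhibition above the set first-screen limit but never retested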;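 also: fluorescence reports GDP produced by GAP-driven GTP hydrolysis; strong numbers were not always called active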
Lipid droplet cells 6.5 µM – also measured in Lipid droplet; calls as there; cell count; measured here: cell count, cytotoxicity flag;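 cells counted across two imaged fields per well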
T cell HTS vesicle-bound % – also measured in T cell HTS; calls as there; double positive events, %; measured here: CD8+ vesicle-bound cell fraction;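 binding gate set so that unloaded-vesicle control wells show 10% double positive cells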
NTR1 ag cell count 20 µM – second read-out of NTR1 ag, no call of its own (marks repeat the call); cell count; measured here: cell count, cytotoxicity flag
* marks the source's active call; other numbers are inactive results; i = inactive; u = inconclusive; x = not tested or not shown; + = active, no number.

SMILES | GPR55 antagonists | Lipid droplet | Lipid droplet cells 6.5 µM | T cell HTS | T cell HTS vesicle-bound % | LYP inhibition | GPR35 arrestin U2OS | NTR1 ag | NTR1 ag cell count 20 µM | SV40 large T antigen | GPR55 beta-arrestin | MgcRacGAP inhibition
COc1ccc2[nH]c3c(c2c1)CCNC3=O | x | x | x | i | 36 | x | x | -0.5 | 94 | 17% | x | 10%
COC(=O)C1SCC2C(=O)N(Cc3ccccc3)CC(=O)N21 (centres undefined) | -9% | 2 | 683 | i | 53 | -9% | -2% | 1.5 | 40 | 19% | -0.5% | 7%
CCOc1ccc2ncc(S(=O)(=O)c3ccccc3)c(N3CCN(c4ccc(OC)cc4)CC3)c2c1 | 17% | -6 | 597 | i | 44 | 12% | -5% | 4.6 | 60 | 16% | -0.2% | -4%
Cc1ccn(CC(=O)N2CCCC(N3CCN(c4ccccc4F)CC3)C2)n1 (centres undefined) | -2% | 16 | 667 | x | x | -11% | -3% | 0.6 | 71 | x | -0.2% | 6%
O=c1cc(CSc2ccc(Cl)cc2)nc(N2CCCCC2)[nH]1 | 5% | x | x | i | 34 | -2% | -8% | -0.5 | 102 | 5% | 0.1% | 2%
CCOC(=O)[C@@H]1[C@H]2COc3cc(OC)ccc3[C@H]2N2C(=O)N(c3ccc(C)cc3)C(=O)[C@@]12C | 6% | -2 | 772 | i | 14 | -11% | 2% | -2.2 | 80 | 9% | 0.0% | 9%
NC(=O)CCN1CCCCC1 | 13% | 4 | 697 | i | 13 | -14% | 13% | 1.0 | 46 | -2% | -0.1% | 6%
CC(=O)N1CCC2(CC1)CC(=O)c1cc(OCC(=O)NCc3ccco3)ccc1O2 | 16% | -7 | 689 | i | 7 | -8% | 2% | -0.8 | 87 | 5% | -0.1% | 4%
C=CCn1c(CNc2ccc(C)cc2)nnc1SCC(=O)N/N=C/c1ccc(O)cc1O | -6% | 13 | 780 | i | 52 | -3% | -3% | 3.8 | 53 | 25% | -0.1% | 85µM*
CCCCNC(=O)O[C@@H]1C[C@H]2CCCC(=O)N3CC[C@@H](C1)[C@@H]23 | 14% | x | x | i | 59 | -9% | -5% | 0.1 | 59 | 17% | -0.3% | 5%
Cn1c(N2CCN(C(c3ccccc3)c3ccccc3)CC2)nc2ccccc21 | -2% | 15 | 788 | i | 50 | -6% | -2% | 14 | 64 | 1% | 0.4% | -2%
CC(=O)Cc1nsc(NC(=O)c2ccc(-c3ccc(F)cc3)o2)n1 | 1% | -16 | 589 | i | 30 | -16% | 19% | 0.7 | 63 | 4% | -0.1% | -2%
COc1ccc(N2CCN(c3nc(-c4cccs4)nc4ccccc34)CC2)cc1 | 2% | 16 | 674 | i | 25 | 5% | -19% | 1.6 | 29 | 10% | -0.4% | 4%
Cn1c(NCc2c(O)ccc3ccccc23)nc2ccccc21 | 2% | -11 | 750 | i | 27 | -5% | 2% | 8.5 | 90 | 4% | 0.3% | 12%
CNC(=S)N1CCN(c2nc(-c3ccc(F)cc3)cs2)CC1 | -13% | 6 | 853 | i | 44 | -2% | -6% | 3.2 | 61 | 7% | -0.1% | 15%
O=S(=O)(c1ccc(SCCO)nc1)N1CCCC1 | 10% | x | x | i | 25 | -9% | 12% | -1.1 | 91 | 1% | 0.3% | 6%
CCC(=O)OCCn1c(Br)nc2c1c(=O)[nH]c(=O)n2C | 11% | x | x | i | 11 | -3% | -9% | -2.8 | 76 | 5% | -0.2% | 5%
CCOC(=O)c1nc(Nc2cc(Cl)ccc2OC)c2ccccc2n1 | 7% | x | x | i | 49 | -3% | 2% | 3.8 | 60 | 26% | -0.1% | 17%
CCNc1nc(NCc2ccccc2)nc(Oc2ccc(=O)[nH]n2)n1 | 8% | 4 | 790 | i | 41 | -10% | -1% | -1.8 | 54 | 1% | -0.1% | 10%
CC(=O)c1csc(-c2cccc(-c3nc4ccc(Cl)cn4c3NC3CCCCC3)c2)c1 | x | x | x | + | x | x | x | 3.7 | 97 | 1% | x | 4%
Cc1nnc(SCc2ccc(CSc3nnc(C)c(=O)[nH]3)cc2)[nH]c1=O | -5% | -4 | 739 | i | 49 | -1% | -14% | -0.5 | 43 | 3% | -0.6% | 4%
CC(=O)NC1C(=O)SC1(C)C (centres undefined) | 12% | x | x | i | 43 | -4% | 7% | -0.5 | 99 | -3% | -0.1% | x
CCOC(=O)N1CCC(NC(=O)C2CCCN(S(=O)(=O)c3cccc4nsnc34)C2)CC1 (centres undefined) | 5% | x | x | i | 42 | 9% | 6% | -0.2 | 56 | 8% | -0.1% | 9%
O=c1c2ccccc2ncn1CCOCCOc1ccc([N+](=O)[O-])cc1 | 12% | 5 | 708 | i | 26 | -2% | 13% | -1.6 | 31 | 3% | -0.1% | 8%
COC(=O)Nc1ccc(S(=O)(=O)N2CCCC(C(=O)O)C2)cc1 (centres undefined) | 1% | -19 | 697 | i | 45 | -3% | 10% | 0.4 | 43 | 4% | 0.1% | 6%

Arranged by value in T cell HTS vesicle-bound % (high to low): 3 of the compounds above
structure | T cell HTS vesicle-bound %
CCOc1ccc2ncc(S(=O)(=O)c3ccccc3)c(N3CCN(c4ccc(OC)cc4)CC3)c2c1 | 44
CCOC(=O)[C@@H]1[C@H]2COc3cc(OC)ccc3[C@H]2N2C(=O)N(c3ccc(C)cc3)C(=O)[C@@]12C | 14
CC(=O)N1CCC2(CC1)CC(=O)c1cc(OCC(=O)NCc3ccco3)ccc1O2 | 7

Other structures:
SMILES | GPR55 antagonists | Lipid droplet | Lipid droplet cells 6.5 µM | T cell HTS | T cell HTS vesicle-bound % | LYP inhibition | GPR35 arrestin U2OS | NTR1 ag | NTR1 ag cell count 20 µM | SV40 large T antigen | GPR55 beta-arrestin | MgcRacGAP inhibition
CCc1ccc(C2c3[nH]c4ccccc4c3CCN2C(=O)CN2CCN(CC)CC2)cc1 (centres undefined) | 2% | 28 | 716 | i | 57 | -8% | 2% | 4.7 | 67 | -2% | 1.1% | 4%
COc1cc(NS(=O)(=O)c2ccc(C)c(C)c2)c(OC)cc1Cl | 13% | -4 | 773 | i | 29 | 8% | 2% | 0.2 | 81 | 2% | -0.2% | -4%
C/C(CC1(O)C(=O)Nc2ccccc21)=N\O (centres undefined) | 3% | 3 | 726 | i | 52 | -7% | -13% | 0.5 | 35 | 4% | -0.1% | 12%
CC1(C)Cc2c(C#N)c(N3CCN(C(=O)c4ccccc4)CC3)nc(Cc3ccccc3)c2CO1 | 38% | -13 | 762 | i | 48 | 2% | -4% | 2.5 | 53 | 0% | 0.0% | 12%
O/N=C/c1cn(-c2ccccc2)nc1-c1ccccc1 | -3% | -1 | 552 | i | 45 | 1% | -17% | x | x | 6% | -0.3% | 5%
COc1ccc(N2CC(C(=O)N[C@@H](C)C(=O)NC3CCCC3)CC2=O)cc1 (some centres undefined) | -21% | 4 | 658 | i | 2 | -5% | -4% | -1.0 | 73 | -3% | -0.1% | 7%
Cc1ccc(C(=O)NCCc2nnc(SCC(=O)Nc3cccc(C(=O)O)c3)n2C)cc1 | 0% | 20 | 710 | i | 19 | -6% | 15% | -0.4 | 54 | 9% | -0.1% | 1%
Cc1ccc(S(=O)(=O)N(C)Cc2nc(-c3ccc(Br)cc3)no2)cc1 | -3% | x | x | i | 29 | -1% | 4% | 3.3 | 62 | 2% | 0.7% | 10%
COc1cccc(-n2c(=O)c3sccc3n(CC(=O)NCC3CCCO3)c2=O)c1 (centres undefined) | -5% | 10 | 674 | i | 44 | -11% | 6% | 3.0 | 61 | 17% | -0.1% | 9%
c1ccc(C2CC(c3ccccc3)n3ncnc3N2)cc1 (centres undefined) | 3% | x | x | i | 20 | -9% | -5% | -0.1 | 57 | 25% | -0.2% | 4%
O=C(O)CCn1cc(/C=C2\NC(=S)N(c3ccccc3)C2=O)c(-c2ccc(Br)cc2)n1 | 4% | 1 | 672 | i | 25 | 10% | -12% | 1.2 | 45 | 12% | 0.9% | 0%
Cc1c(NC(=S)NC(=O)CSc2ccc(Cl)cc2)cccc1C(=O)O | 8% | -1 | 838 | i | 6 | -7% | 7% | 0.0 | 52 | 9% | 0.3% | 5%
COc1ccc(N2CC(NC(=O)c3cccc4ccccc34)CC2=O)cc1OC (centres undefined) | x | x | x | i | 55 | x | x | 0.4 | 74 | 4% | x | 2%
Cc1ccc(CNC(=O)c2cc(S(=O)(=O)N3CCCC3)cn2C)cc1 | 11% | 13 | 793 | i | 23 | -9% | 1% | -1.2 | 53 | 5% | -0.1% | 9%
CCCCN1C(=O)C(=O)N(CC(=O)Nc2cc(S(=O)(=O)N(C)C)ccc2C)C1=O | x | x | x | i | 28 | x | x | -1.0 | 54 | 8% | x | 5%
O=C(N/N=C/c1ccc2c(c1)OCO2)c1ccn(Cc2ccc(Cl)cc2)n1 | 0% | u | x | i | 20 | -10% | -4% | -0.2 | 61 | 12% | -0.1% | 7%
O=[N+]([O-])c1ccc(N/N=C2/CCCCC2c2ccccn2)cc1 (centres undefined) | 13% | 0 | 665 | x | x | 2% | -4% | x | x | 34% | -0.2% | 14%
O=C(NCCCNc1ccc([N+](=O)[O-])cc1)C(F)(F)F | 13% | 8 | 754 | i | 46 | -1% | 20% | -0.6 | 55 | 7% | 0.4% | 4%
Cc1onc(-c2c(F)cccc2Cl)c1C(=O)NC(=S)NC1CCS(=O)(=O)C1 (centres undefined) | 5% | -4 | 638 | i | 34 | 2% | -14% | -0.7 | 86 | 3% | -0.4% | 3%
Cn1nc(-c2ccccc2)c(COC(=O)c2cccc(Cl)c2)c1S(=O)(=O)c1ccccc1 | 19% | x | x | i | 42 | -5% | 6% | 3.2 | 64 | 24% | -0.1% | 7%
CC/C=C/C(=O)N1CC2(CC(c3cccc(NC(=O)CC(c4ccccc4)c4ccccc4)c3)=NO2)C[C@@H]1C(N)=O (some centres undefined) | 18% | x | x | i | 41 | 0% | 13% | -1.8 | 99 | -1% | -0.2% | 10%
